MrgX1 PAM: positive allosteric modulators of MrgX1, primary screen, HEK293 cells, Fluo-4 calcium flux. FDSS; hits give high values. B-score at 10 µM. 0.63% of 310,000 active. AID 588675, 2011;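 active = plate-corrected calcium response at least 3 library SD above typical, normal starting fluorescence, not activating the receptor alone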;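 also: compound read alongside a low EC10 to EC30 dose of BAM8-22 agonist; peak minus trough fluorescence over baseline measured at the second addition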
TRPC4 block: inhibitors of mouse TRPC4 channel, primary screen, Fluo4 calcium, HEK293 TRPC4beta/mu-opioid cells | 0.39% of 300,000 active | DAMGO-evoked Fluo4 calcium flux; hits give low values | Short transient receptor potential channel 4 (Mus musculus), Q9QUQ5 | B-score at 10 µM | AID 2247, 2010;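 active = B-score over 3 SD under the library average, no early fluorescence shift, positive overall ratio signal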
Target sequence (Q9QUQ5 whole entry, looked up): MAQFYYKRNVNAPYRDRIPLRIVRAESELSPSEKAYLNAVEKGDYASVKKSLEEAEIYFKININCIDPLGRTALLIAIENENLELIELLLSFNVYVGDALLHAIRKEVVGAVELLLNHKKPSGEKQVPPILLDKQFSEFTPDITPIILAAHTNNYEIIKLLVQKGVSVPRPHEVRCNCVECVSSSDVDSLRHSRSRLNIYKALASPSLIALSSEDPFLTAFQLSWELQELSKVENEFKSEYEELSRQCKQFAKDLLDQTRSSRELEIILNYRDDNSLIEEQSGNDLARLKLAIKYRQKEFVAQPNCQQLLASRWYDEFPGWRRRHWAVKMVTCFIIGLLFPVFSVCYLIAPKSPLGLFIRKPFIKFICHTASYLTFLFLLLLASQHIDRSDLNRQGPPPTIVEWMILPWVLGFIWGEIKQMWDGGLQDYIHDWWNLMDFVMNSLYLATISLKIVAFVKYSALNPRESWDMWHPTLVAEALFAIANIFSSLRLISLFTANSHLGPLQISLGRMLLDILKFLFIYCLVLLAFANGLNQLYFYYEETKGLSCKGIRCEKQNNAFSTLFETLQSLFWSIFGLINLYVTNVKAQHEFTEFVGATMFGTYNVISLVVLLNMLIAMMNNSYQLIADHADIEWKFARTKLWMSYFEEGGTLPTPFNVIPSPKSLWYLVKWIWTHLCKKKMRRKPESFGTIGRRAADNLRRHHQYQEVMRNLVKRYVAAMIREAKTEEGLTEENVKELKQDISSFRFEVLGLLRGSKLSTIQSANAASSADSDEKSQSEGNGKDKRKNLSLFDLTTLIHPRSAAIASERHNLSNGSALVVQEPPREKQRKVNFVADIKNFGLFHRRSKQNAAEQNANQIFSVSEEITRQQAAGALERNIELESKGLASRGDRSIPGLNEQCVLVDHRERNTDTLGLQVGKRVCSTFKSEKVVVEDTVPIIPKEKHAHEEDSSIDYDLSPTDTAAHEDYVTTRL
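Assay system: HEK293 cells with stable TRPC4beta plus mu-opioid receptor expression. Dosing: single dose. Measured by: Fluo4 Ca2+ flux fluorescence. Also added: DAMGO in two steps, submaximal then maximal. Read-out: B score from integrated Fluo4 fluorescence ratio.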
TRPC6 inh: mouse TRPC6 channel inhibitors, primary screen, cell-based, HEK293, membrane potential dye; Short transient receptor potential channel 6 (Mus musculus), Q61143; ACh-evoked depolarization; hits give low values; B-score at 10 µM; 1.1% of 310,000 active; AID 2553, 2010;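 active = B-score under library mean minus 3 SD, initial fluorescence not abnormally high, positive integrated signal ratio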;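 also: B-score derived from integrated fluorescence ratio over the kinetic read; more negative B-score means stronger inhibition of depolarization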
TRPC6 activator: mouse TRPC6 channel activators, primary screen, cell-based, HEK293, membrane potential dye; 0.13% of 310,000 active; B-score at 10 µM; AID 2550, 2010; HEK293-TRPC6 membrane potential dye fluorescence; hits give high values;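 active = B-score of the integrated fluorescence ratio above library mean plus 3 SD, and starting fluorescence ratio within library mean plus 5 SD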;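 also: higher score means more depolarization so channel activation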
TRPC4 PAM: positive allosteric modulators of TRPC4, primary screen, cell-based, mouse TRPC4beta, HEK293 mu-opioid, Fluo-4 calcium; 0.42% of 310,000 active; DAMGO EC20, Fluo-4 Ca2+ flux; hits give high values; B-score at 10 µM; Short transient receptor potential channel 4 (Mus musculus), Q9QUQ5; AID 2227, 2009;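 active = B-score of calcium response area above 5 SD of library B-scores, with initial fluorescence ratio within 5 SD of library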;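 also: B-score of integrated fluorescence ratio over time as area under calcium response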
ANO1 block: TMEM16A chloride channel inhibitors, primary screen, cell-based, HTS; normalized B-score (activity score, 25-100; higher = stronger inhibition) at 10 µM; HEK293 TMEM16A/YFP iodide influx fluorescence, ionomycin; 1.2% of 310,000 active;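 active = ratio plate-corrected score three or more library SD toward inhibition, starting fluorescence score within five deviations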;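 also: score derived from kinetic fluorescence span divided by baseline fluorescence per well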
TMEM16A act: TMEM16A chloride channel activators or potentiators, primary screen, cell-based, HTS; Anoctamin-1 (Mus musculus), Q8BHY3; HEK293 TMEM16A/YFP-H148Q/I152L, iodide quench fluorescence; hits give low values; B-score at 10 µM; 0.3% of 340,000 active; AID 623877, 2012;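 active = fluorescence-ratio B-score plate-corrected deviation score at least 3 library SD below zero, with starting fluorescence score within 5 deviations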;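 also: channel opened by trigger with iodide after compound preincubation; score built on the fluorescence ratio of max minus min over baseline; more negative score means more quench and so TMEM16A activation or potentiation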
MrgX1 antagonist: antagonists of human MrgX1 receptor, primary screen, HEK293 cells, Fluo-4 calcium flux. B-score at 10 µM. Mas-related G-protein coupled receptor member X1 (Homo sapiens), Q96LB2. AID 588676, 2011. 1.3% of 310,000 active. BAM8-22 antagonism; hits give low values;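 active = calcium-response B-score plate-corrected more than 3 library SD below zero, starting fluorescence within 5 deviations, no agonist response on first addition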;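 also: peak minus trough fluorescence over baseline after final BAM8-22 challenge near maximal dose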
TRPC4 act: activators of mouse TRPC4 channel, primary screen, Fluo4 calcium, HEK293 TRPC4beta/mu-opioid cells | 0.49% of 310,000 active | Fluo4 calcium fluorescence; hits give high values | Short transient receptor potential channel 4 (Mus musculus), Q9QUQ5 | B-score at 10 µM;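 active = B-score above 5 SD of library B-scores, and initial fluorescence ratio not above library mean plus 5 SD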;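 also: positive B-score marks a calcium rise read as TRPC4 activation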
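Test system: HEK293 cells stably co-expressing mouse TRPC4beta and mu-opioid receptor | Schedule: Fluo4 dye loading 45 min at room temperature, 110 s recording | Measured by: Kinetic Fluo4 calcium fluorescence, 5 s baseline at 1 Hz | Evaluation: B score of integrated ratio | Controls: Buffer (low) and maximal DAMGO (high)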
MrgX1 ag: agonists of human MrgX1 receptor, primary screen, HEK293 cells, Fluo-4 calcium flux; Mas-related G-protein coupled receptor member X1 (Homo sapiens), Q96LB2; Fluo-4 calcium fluorescence, agonist mode; hits give high values; B-score at 10 µM; 0.44% of 310,000 active; AID 588627, 2011;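 active = calcium response B-score plate-corrected fluorescence ratio at least 3 library SD, with starting fluorescence B-score inside 5 SD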
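System: HEK293 cells stably expressing human MrgX1 receptor; Dosing: test compound in the initial addition of three; Schedule: overnight plating, then 30 min 37 °C plus 30 min room-temperature dye loading; Detection: kinetic calcium dye fluorescence, Fluo-4 NW; Controls: per-plate positive and negative controls for Z′ factor.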
SKKanGAS inh: S. pyogenes SKKanGAS growth inhibitors in kanamycin, primary screen, streptokinase expression inhibitor project, SKKanGAS strain, BacTiter-Glo luminescence; 6 h; inhibition, % at 7.5 µM; 1.3% of 300,000 active; AID 1662, 2009;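 active = mean replicate score, as percent of positive control median, at least 50; inconclusive = mean below 50 but one replicate at or above 50; inactive = mean and every replicate below 50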;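 also: strain carries kanamycin resistance gene driven by streptokinase promoter and grows in 40 µg/ml kanamycin; loss of luminescence reflects streptokinase promoter inhibition or plain growth inhibition; 0% = median of DMSO wells and 100% = positive control at its reference dose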
An asterisk follows results filed as active; i = inactive; ? = inconclusive; . = not tested or not shown.

SMILES | MrgX1 PAM | TRPC4 block | TRPC6 inh | TRPC6 activator | TRPC4 PAM | ANO1 block | TMEM16A act | MrgX1 antagonist | TRPC4 act | MrgX1 ag | SKKanGAS inh
O=C(Oc1ccccc1C(=O)N1CCOCC1)c1cccc(Br)c1 | i | i | i | i | i | i | i | i | i | i | -4.7
N#Cc1cc(-c2ccccc2)nnc1Sc1ccccc1 | i | i | i | i | i | i | i | -4.88* | i | i | -3.5
CCC(C)C1C(C#N)=C(N)Oc2n[nH]c(-c3ccccc3)c21 (configuration not stated) | i | i | i | i | i | i | i | i | i | i | -0.5
O=C(CSc1nc(C2CC2)nc2ccccc12)N1c2ccccc2Sc2ccccc21 | i | i | i | i | i | i | i | i | i | i | 27.9
Cc1coc2c(C)c3oc(=O)c(CCC(=O)NCCCN4CCCC4=O)c(C)c3cc12 | i | i | i | i | i | i | i | i | i | i | -4.9
CCOc1ccc(C2CC(=O)NC3=C2C(=O)CCC3)cc1 (configuration not stated) | i | i | i | i | i | i | i | i | i | i | -1.0
O=C(Cn1c(=O)oc2cc(S(=O)(=O)N3CCCC3)ccc21)NCc1ccccn1 | i | i | i | i | i | i | i | i | i | i | -3.2
COc1cccc(CNC(=O)C(c2ccc(Cl)cc2)C(C)C)c1 (configuration not stated) | i | i | i | i | i | i | i | i | i | i | 2.5
Cc1cc(=O)[nH]c(-c2ccccc2)n1 | i | i | i | i | i | i | i | i | i | i | 0.5
CCN(CC)CCn1c(NCc2ccc3c(c2)OCO3)nc2ccccc21 | i | i | i | i | i | i | i | i | i | i | 4.1
COc1ccccc1N(CC(=O)NCc1ccco1)S(=O)(=O)c1ccc(C)cc1 | i | i | i | i | i | i | i | i | i | i | -3.4
COc1ccc(-c2cc(C(=O)Nc3c(C)nn(Cc4ccccc4)c3C)no2)cc1 | i | i | i | i | i | i | i | i | i | i | 0.2
Cc1c(C(=O)Nc2cccc(C(F)(F)F)c2)oc2ccc(S(=O)(=O)N3CCOCC3)cc12 | i | . | . | . | . | i | i | i | . | i | .
O=C(Cn1ncc2c1-c1ccccc1OC2)N1CCN(Cc2ccc3c(c2)OCO3)CC1 | i | i | i | i | i | i | i | i | i | i | -3.1
O=C(CCS(=O)(=O)c1ccccc1)Nc1nc(-c2ccccn2)cs1 | i | i | i | i | i | i | i | i | i | i | -8.0
CCOc1ccc(N(C)S(=O)(=O)c2cnc[nH]2)cc1 | i | i | i | i | i | i | i | i | i | i | 2.6
C=C(C)C(=O)N1CC2(CC(c3cccc(NC(=O)/C=C\C=C/C)c3)=NO2)C[C@H]1C(N)=O (some centres not stated) | i | i | i | i | i | i | i | i | i | i | 3.5
O=C(O)/C=C/c1cn(-c2ncc(C(F)(F)F)cc2Cl)c2ccccc12 | i | i | i | i | i | i | i | i | i | i | 10.2
CCOC(=O)Nc1ccc(S(=O)(=O)Nc2onc(C)c2C)cc1 | i | i | i | i | i | i | i | i | i | i | -0.7
COc1ccc(C2=Nn3c(nnc3-c3ccc(OC)cc3)SC2)cc1 | i | i | i | i | i | i | i | i | i | i | 6.9
C/C(CC(=O)N1CCN(C=O)CC1)=N\NC(=O)c1cccc([N+](=O)[O-])c1 | i | i | i | i | i | i | i | i | i | i | -2.4
CC(C)COc1ccc(C(=O)N(Cc2ccco2)C2CCS(=O)(=O)C2)cc1 (configuration not stated) | i | i | i | i | i | i | i | i | i | i | -2.0
CCC1CCCCN1S(=O)(=O)c1ccc([N+](=O)[O-])cc1 (configuration not stated) | i | i | i | i | i | i | i | i | i | i | 2.9
CCN1/C(=C\C=C(C(C)=O)C(C)=O)Sc2ccccc21 | i | i | i | i | i | i | -5.62* | i | i | i | -5.3
COc1ccccc1OCCNC(=O)c1ccco1 | i | i | i | i | i | i | i | i | i | i | ?
Cc1c(C)n2c3c(cccc13)CC2 | i | i | i | i | i | i | i | i | i | i | 8.7
CCOC(=O)c1nc(C)nc(Sc2n[nH]c(-c3cc(C(F)(F)F)cc(C(F)(F)F)c3)n2)c1C | i | i | i | i | i | 25* | i | i | i | i | 16.1
CCOC(=O)CN(C(=O)c1ccccc1[N+](=O)[O-])C(C)(C)C | i | i | i | i | i | i | i | i | i | i | 21.9
Cc1nonc1N1CCN(Cc2cn[nH]c2-c2ccc3c(c2)OCO3)CC1 | i | i | i | i | i | i | i | i | i | i | 9.3
COCC(C)N=C1NN=C(c2c[nH]c3ccccc23)CS1 (configuration not stated) | i | i | i | i | i | i | i | i | i | i | -4.0
CC(NC(=O)c1cccc(F)c1)C1CC2CCC1C2 (configuration not stated) | i | i | i | i | i | i | i | i | i | i | -2.4
COc1cc(C(C(=O)Nc2c(C)cccc2C)N(C)C(=O)c2ccc(-n3cnnn3)cc2)ccc1O (configuration not stated) | i | i | i | i | i | i | i | i | i | i | 4.3
COc1cccc(CNC(=O)CN(C)S(=O)(=O)c2cccc3cccnc23)c1 | i | i | i | i | i | i | i | i | i | i | 2.6
CCOc1ccc(N/C(N)=N/c2nc(CSc3nnnn3-c3ccccc3)cc(=O)[nH]2)cc1 | i | i | i | i | i | i | i | i | i | i | -1.7
COC(=O)c1cc(CSc2ncnc3sccc23)oc1C | i | i | i | i | i | i | . | i | i | i | 13.9
Nc1c(Cl)ncnc1NCC(O)CO (configuration not stated) | i | i | i | i | i | i | i | i | i | i | -3.6
Cc1cc(NC(=O)CN2C(=O)NC(C)(c3ccccc3)C2=O)no1 (configuration not stated) | i | i | i | i | i | i | i | i | i | i | 0.8
CN(C)C(=O)c1ccccc1NC(=O)Cc1cccc2ccccc12 | i | i | i | i | i | i | i | i | i | i | 0.0
CCN1CCN(S(=O)(=O)c2cc(OC)ccc2OC)CC1 | i | i | i | i | i | i | i | i | i | i | 1.2
CCOC(=O)C1CCCN(C(=O)Cc2c(F)cccc2Cl)C1 (configuration not stated) | i | i | i | i | i | i | i | i | i | i | 1.3
Cc1ccc(C(C(=O)NCc2ccco2)N(C(=O)Cn2nnc3ccccc32)c2ccccc2)o1 (configuration not stated) | i | i | i | i | i | i | i | i | i | i | 0.2
COC(=O)C(CSCc1ccccc1)NC(=O)CSc1nc(C)cc(=O)[nH]1 (configuration not stated) | i | i | i | i | i | i | i | i | i | i | 5.5
Cc1ccc(C(C(=O)NC(C)(C)C)N(CC2CCCO2)C(=O)Cn2nnc(-c3ccc(C)o3)n2)cc1 (configuration not stated) | i | . | i | i | i | i | i | i | i | i | -11.6
CN(C)CCN(C(=O)c1ccc2ccccc2c1)c1nc2c(F)cccc2s1 | i | i | i | i | i | i | i | i | i | i | -5.2
CCOC(=O)CCC(=O)Nc1ccc(S(=O)(=O)Nc2cc(OC)nc(OC)n2)cc1 | i | i | i | i | i | i | i | i | i | i | -3.1
CC(=O)c1c(C)[nH]c(C(=O)CSc2nc3ccccc3n2C)c1C | i | i | i | i | i | i | i | i | i | i | -14.5
O=C(CCS(=O)(=O)c1ccc(Br)cc1)NCc1ccc(F)cc1 | i | i | i | i | i | i | i | i | i | i | -2.3
CC1Cc2ccccc2N1C(=O)CCS(=O)(=O)c1ccc2c(c1)NC(=O)CS2 (configuration not stated) | i | i | i | i | i | i | i | i | i | i | -3.7
COc1ccc(-n2c(C)nc3c(cnn3-c3ccc(Cl)cc3)c2=O)cc1 | i | i | i | i | i | i | i | i | i | i | 5.7
Cn1c(Cl)nc2c1c(=O)n(Cc1cccc(Br)c1)c(=O)n2C | i | i | i | i | i | i | i | i | i | i | .
More structures.
SMILES | MrgX1 PAM | TRPC4 block | TRPC6 inh | TRPC6 activator | TRPC4 PAM | ANO1 block | TMEM16A act | MrgX1 antagonist | TRPC4 act | MrgX1 ag | SKKanGAS inh
CCN(C(=O)CN1CCN(c2cccc(Cl)c2)CC1)c1c(N)n(Cc2ccccc2)c(=O)[nH]c1=O | i | i | i | i | i | i | i | i | i | i | 3.1
COc1ccc(NC(=O)c2c(C)nn(-c3ccccc3)c2Cl)cc1 | i | i | i | i | i | i | i | i | i | i | -5.8
O=C(Cc1ccccc1[N+](=O)[O-])NNC(=O)Nc1ccc2c(c1)OCO2 | i | i | i | i | i | i | i | i | i | i | -12.2
O=C(Nc1ccc(Br)cc1)c1cccc2c1C(=O)N(C1CCCCC1)C2 | i | i | i | i | i | i | i | i | i | i | 4.6
COc1ccccc1C(=O)OCn1nnc2ccccc2c1=O | i | i | i | i | i | i | i | i | i | i | -5.0
CCOc1ccc(CCNC(=O)COC(=O)c2cccc(S(=O)(=O)N3CCCC3)c2)cc1OCC | i | i | i | i | i | i | i | i | i | i | -7.1
Cc1cc(NC(=O)C2CCCO2)ccc1Br (configuration not stated) | i | i | i | i | i | i | i | i | i | i | -3.6
COC(=O)c1ccc(NC(=O)CSc2nnc(Cc3cccn3C)n2-c2ccc(F)cc2)cc1 | i | i | i | i | i | i | i | i | i | i | -9.9
O=C(c1cccs1)N1CCN(C23CC4CC(CC(C4)C2)C3)CC1 | i | i | -6.33* | i | i | i | i | i | i | i | 4.3
CCc1ccccc1NC(=S)NC1CC2CCC(C1)N2Cc1ccc(F)cc1 (configuration not stated) | i | i | i | i | i | i | i | i | i | i | 17.4
COc1ccc(C(C)NC(=O)c2ccc(Cl)cc2)cc1OC (configuration not stated) | i | i | i | i | i | i | i | i | i | i | -2.2

Bioassay records deposited in PubChem BioAssay by several laboratories.
